# STEP inh – inhibitors of human striatal-enriched phosphatase STEP; P54829; recombinant STEP, OMFP fluorogenic substrate, fluorescence; inhibition, % at 20 µM; 360,000 compounds, 0.25% hits; AID 588621;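 active = inhibition at 20 µM, scaled per plate between control wells, above about 37%, limit read from the data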;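 note: 0% = DMSO with enzyme and substrate and 100% = substrate only without enzyme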
# Target sequence (P54829 whole entry, looked up): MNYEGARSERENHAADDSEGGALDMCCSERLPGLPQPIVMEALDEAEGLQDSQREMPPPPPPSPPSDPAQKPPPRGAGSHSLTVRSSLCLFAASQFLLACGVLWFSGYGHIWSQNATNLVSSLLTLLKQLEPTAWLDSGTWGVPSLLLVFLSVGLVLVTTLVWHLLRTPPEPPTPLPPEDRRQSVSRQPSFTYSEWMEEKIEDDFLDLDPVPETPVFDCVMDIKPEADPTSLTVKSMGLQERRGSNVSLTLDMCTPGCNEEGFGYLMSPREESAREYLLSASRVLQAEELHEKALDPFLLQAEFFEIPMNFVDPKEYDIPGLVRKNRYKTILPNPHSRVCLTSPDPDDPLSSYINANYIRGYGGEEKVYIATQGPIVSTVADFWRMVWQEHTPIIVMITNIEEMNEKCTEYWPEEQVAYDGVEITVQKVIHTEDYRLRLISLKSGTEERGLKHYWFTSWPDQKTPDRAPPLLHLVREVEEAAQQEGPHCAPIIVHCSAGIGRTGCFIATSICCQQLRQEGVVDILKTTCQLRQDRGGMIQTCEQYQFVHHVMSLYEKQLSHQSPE
#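 System: isolated STEP enzyme; schedule: 20 min enzyme reaction at room temperature, protected from light; medium: Bis-Tris buffer pH 6.0, 2.5 mM DTT, 0.005% Tween 20; signal: fluorescence, 480/540 nm; dosing: single compound dose of 20 µM, 1% DMSO final; also added: OMFP substrate, 25 µM final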
# NadD block – NadD (S. aureus) enzyme inhibition. 360,000 compounds, 0.78% hits. purified NadD enzyme, colorimetric absorbance read-out. inhibition, % at 20 µM; in the data active = inhibition above about 26%; note: some compounds past the cut are filed as inactive
# DNMT1 block – DNMT1 (human) enzyme inhibition. P26358. inhibition (reported as % activation of signal), % at 10 µM. DNMT1 molecular beacon, Hinp1I cleavage, fluorescence. 360,000 compounds, 0.83% hits; in the data active = inhibition above about 50%
# SUMO1-SIM PPI – SUMO1-SIM interaction modulation | P63165 | SUMO1 binding to a labelled peptide, TR-FRET, 1 h | inhibition, % at 20 µM | 360,000 compounds, 0.33% hits; in the data active = inhibition above about 37%
# Target sequence (P63165 whole entry, looked up): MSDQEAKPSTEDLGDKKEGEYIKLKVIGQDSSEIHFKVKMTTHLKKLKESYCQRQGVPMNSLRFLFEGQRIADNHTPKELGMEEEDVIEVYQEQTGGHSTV
# MsrA inhibitor – inhibits bovine methionine sulfoxide reductase A | purified bovine MsrA, absorbance read-out | inhibition, % at 15.5 µM | 360,000 compounds, 0.75% hits; in the data active = inhibition above about 4.5%;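 note: 0% = vehicle wells with enzyme and 100% = reference inhibitor wells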
# LMPTP block – blocks human LMPTP phosphatase | P24666 | recombinant LMPTP-A, OMFP fluorogenic substrate, fluorescence intensity | inhibition, % at 20 µM | 360,000 compounds, 0.22% hits;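 active = compounds that cut the enzyme signal by at least half of the control window in the single-dose screen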;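 note: plate controls were DMSO wells with enzyme plus substrate for no effect and substrate without enzyme for full effect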
# Target sequence (P24666 whole entry, looked up): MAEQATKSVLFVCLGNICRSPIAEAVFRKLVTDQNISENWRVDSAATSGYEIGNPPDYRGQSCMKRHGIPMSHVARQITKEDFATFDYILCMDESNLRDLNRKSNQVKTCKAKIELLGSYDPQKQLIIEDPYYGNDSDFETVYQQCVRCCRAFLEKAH
#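 Assay system: LMPTP-A, protein tyrosine phosphatase of low molecular weight / Medium: pH 6.0 Bis-Tris buffer with DTT and Triton X-100 / Schedule: 50 min enzyme reaction at room temperature, protected from light / Measured by: endpoint fluorescence intensity from OMFP dephosphorylation / Read-out basis: % inhibition relative to no-enzyme and uninhibited control wells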
# Scp1 inh – Scp-1 (human) phosphatase inhibition | Q9GZU7 | Recombinant Scp1, phosphopeptide, malachite green phosphate absorbance | inhibition, % at 20 µM | 340,000 compounds, 0.88% hits | AID 493091;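 active = inhibition above about 50% at 20 µM, limit read from the data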;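 note: plate controls were DMSO wells with enzyme for no effect and wells lacking enzyme for full effect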
# Target sequence (Q9GZU7 76-261 limits assumed): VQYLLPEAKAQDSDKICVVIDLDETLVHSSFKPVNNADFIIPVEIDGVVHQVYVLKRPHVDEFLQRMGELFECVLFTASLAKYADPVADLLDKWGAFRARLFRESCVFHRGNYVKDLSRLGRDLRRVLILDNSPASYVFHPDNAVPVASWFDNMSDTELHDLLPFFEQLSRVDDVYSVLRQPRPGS
#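 System: truncated SCP-1 phosphatase (76-261aa); medium: Tris acetate buffer pH 5.5 with MgCl2 and Tween-20; incubation: 45 min room-temperature reaction, 5 min colour, 30 min stabiliser; compound: single 20 µM dose, 1% DMSO; reagent: Phosphorylated 17-residue peptide substrate; read-out: % inhibition at 20 µM; technique: colorimetric free-phosphate detection, absorbance 630 nm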
# Rpn11 inh – inhibitors of human proteasome Rpn11 | O00487 | AID 588493 | human 26S proteasome, Ub4-pepOG fluorescence polarization; 20S core pre-blocked with epoxomicin | 360,000 compounds, 0.59% hits | calls only at 20 µM;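 active = inhibition at 20 µM, scaled to each plate's controls, above about 33%, limit read from the data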
# Tb MetRS inh – Trypanosoma brucei MetRS inhibition. purified T. brucei MetRS, ATP depletion, Kinase-Glo luminescence. inhibition, % at 11.9 µM. 360,000 compounds, 0.4% hits;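 active = inhibition above a per-plate cutoff of the control wells' mean inhibition plus 3 SD, cut at about 5.5% in these data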;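 note: 0% = DMSO wells median and 100% = median of wells with control inhibitor compound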
#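 assay system = parasite MetRS enzyme | timing = 15 min preincubation, 2 h reaction, all 25 °C | evaluation = percent inhibition relative to median high and low control wells | medium = HEPES buffer containing pyrophosphatase, BSA, spermine, DTT | compound = single dose, 11.9 µM final nominal, 0.9% final DMSO | detection = Kinase-Glo luminescence, ATP depletion format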
# CSN deneddyl inh – blocks human CSN-mediated cullin deneddylation. Purified CSN, SCF-Nedd8-OG deneddylation, fluorescence polarization. inhibition, % at 12.5 µM. 360,000 compounds, 0.38% hits. AID 651999;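 active = pattern-corrected inhibition above about 35%, with an unprinted fluorescence ratio check between 0.5 and 1.5, limit read from the data, passing the limit was not always enough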;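 note: 0% = enzyme with substrate and 100% = substrate without enzyme; some results filed as inactive read as strong as hits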
#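 Material: human Csn5 produced in HEK293T cells; Input: enzyme 0.24 nM; Reagent: SCFSkp2-Nedd8OG substrate at 10 nM final; Dosing: 12.5 µM compound; Incubation: 90 min reaction at room temperature; Detection: fluorescence polarization of the substrate; Evaluation: % inhibition of substrate cleavage by Csn5; Control set: substrate-only high control, full reaction low control.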
# * marks the source's active call; other numbers are inactive results; i = inactive; nt = not tested or not shown.
STEP inh	NadD block	DNMT1 block	structure	SUMO1-SIM PPI	MsrA inhibitor	LMPTP block	Scp1 inh	Rpn11 inh	Tb MetRS inh	CSN deneddyl inh
1	-3	-3	COc1ccccc1N(CC(=O)NCCC1=CCCCC1)S(=O)(=O)c1ccccc1	3	0.3	1.5	-9	i	-0.1	0
3	3	-1	O=C(CCC1COc2ccccc2O1)N1CCCC1 (configuration not stated)	-1	0.1	0.8	-3	i	-1.4	0
2	1	-3	O=C(CSc1ccc(F)cc1)Nc1nnc(-c2ccco2)o1	4	-1.3	-0.3	3	i	-0.5	0
7	14	59*	O=C(Nc1ccc(S(=O)(=O)Nc2nccs2)cc1)c1nn(-c2ccc(F)cc2)ccc1=O	5	3.9	56*	93*	i	0.9	3
2	-2	1	COc1cc(/C=N/NC(=O)C(=O)NCc2ccco2)cc(Cl)c1O	-15	4.2	-3.4	37	i	-0.1	3
1	14	16	O=C(N/N=C/C=C/c1ccco1)c1cccc([N+](=O)[O-])c1	1	4.5	12	43	i	1.0	22
0	7	-4	Cc1ccc(COn2c(-c3ccc(Cl)cc3Cl)nc3ncccc32)cc1	-2	-0.2	-1.9	4	i	-0.5	-1
2	-3	-2	C=CCOC(=O)c1sc(NC(=O)c2ccco2)nc1C	-3	1.8	-0.4	-3	i	-0.6	8
0	5	-12	OC(c1ccc2c(c1)OCO2)c1nccc2ccccc12 (configuration not stated)	1	0.0	-0.2	-4	i	-0.1	2
-2	-5	1	CCc1ccc(N2C(=O)C3ON(c4ccccc4)C(c4ccco4)C3C2=O)cc1 (configuration not stated)	0	0.3	1.3	-12	i	-0.6	-3
2	-2	-1	O=C(/C=C\c1ccccc1)NCC(=O)N/N=C/c1ccc(O)cc1O	-19	nt	-0.9	4	i	0.3	-3
1	0	5	COc1cc(OC)cc(C(=O)Nc2ccn(C)n2)c1	8	0.6	0.6	-6	i	-0.2	1
1	-4	-2	Cc1nnc(N/N=C/c2ccc([N+](=O)[O-])cc2)n1N	-25	1.6	0.3	-7	i	0.5	-1
1	-10	-10	Cc1cccc(OCCCC(=O)Nc2ccc(Cl)c(S(=O)(=O)N3CCOCC3)c2)c1	4	-0.6	1.2	-10	i	-0.4	-1
2	5	8	CCSc1nc(-c2ccccc2)nc(C(Cl)Cl)n1	1	-1.1	0.9	-8	i	-0.2	1
-2	-11	-2	Cc1nc2c(C(=O)N3CCN(C)CC3)cnn2c(C)c1Cc1ccc(Cl)cc1	3	-1.3	-0.5	-7	i	-1.1	-8
1	-11	4	O=C(c1ccc(F)cc1)N1CCN(c2ccc([N+](=O)[O-])cc2-n2cccc2)CC1	-2	2.1	2.7	-13	i	0.4	3
6	0	-3	Cc1scc(C(=O)N/N=C/c2ccc([N+](=O)[O-])o2)c1C	-11	3.0	0.4	nt	i	-0.1	3
nt	nt	nt	COC(=O)[C@@]12C[C@@H](CC(=O)NCc3ccc(OC)c(OC)c3)C(=O)N(Cc3ccccc3)C1=CCC(C)(C)C2	4	-1.4	-0.1	nt	nt	0.0	1
-3	-4	0	CC1Sc2ccc(S(=O)(=O)CCC(=O)Nc3ccc(C(C)C)cc3)cc2NC1=O (configuration not stated)	0	-0.1	-1.9	-1	i	0.0	-2
0	-6	1	COc1ccccc1NC(=O)c1ccc2nsnc2c1	-31	-0.2	-0.5	-7	i	0.2	0
1	-5	1	CCN(CC)CCN1C(=O)C2C(C(=O)Nc3ccc(C(C)C)cc3)C3C=CC2(O3)C1C(=O)NC1CCCCC1 (configuration not stated)	4	-0.2	-0.6	-5	i	-0.6	1
0	-5	-3	N#CC1=C(N)Oc2c(oc(CO)cc2=O)C1c1cccs1 (configuration not stated)	7	-0.5	-2.2	-2	i	-0.4	2
-2	2	0	O=C1C=C(c2ccoc2)N2CCC[C@H]2C1	4	1.7	-1.4	-3	i	-0.2	0
-2	-1	1	Cc1cccc(NCc2nc(SCC(=O)Nc3ccccc3Br)n[nH]2)c1	-1	0.2	-0.4	-2	i	-0.5	3
3	-2	-6	Cc1ccc(-c2nc(-c3ccccc3)no2)c(Cl)c1	2	-0.3	2.4	-3	i	-0.7	2
-1	-2	-10	COc1ccccc1Nc1nc(N)nc(CSC(=S)N2CCC(C)CC2)n1	1	0.0	1.5	3	i	-1.0	-8
-1	13	4	COc1ccc(Br)cc1/C=N/NC(=O)CNC(=O)/C=C/c1ccccc1	0	1.1	0.2	-6	i	-2.0	3
-4	1	0	O=C(CN1CCN(S(=O)(=O)/C=C/c2ccccc2)CC1)NCC(F)(F)F	-1	-0.4	-0.7	-5	i	-0.3	0
1	-4	1	Cc1cccc(C(=O)N2CCN(S(=O)(=O)N3CCCCCC3)CC2)c1	-2	-0.6	-0.6	-5	i	-0.5	1
-3	1	0	O=C(CCC(=O)OCC(=O)c1ccccc1)NC1CCCCC1	1	1.4	-1.2	-4	i	0.5	-1
1	3	1	COc1ccc(/C=C2/C(=O)N(c3ccccc3)N=C2C)cc1Br	22	0.3	3.4	-16	i	-0.5	4
-1	-5	1	O=C(O)c1ccc2cc(-c3ccccc3)[nH]c2c1	-3	3.4	-0.5	-23	i	0.0	0
1	-6	8	O=[N+]([O-])c1ccc(Sc2cccc[n+]2[O-])c2nonc12	28	0.7	2.4	-9	i	1.5	-1
-1	1	-2	Cc1cc(=O)[nH]c(SCC(=O)N2CCN(S(=O)(=O)c3ccccc3)C2)n1	6	1.7	-0.6	-6	i	0.0	-3
0	-1	2	COc1ccc(/C=C2\NC(=O)C(C=NCc3ccccc3)=C2O)cc1	-6	3.2	0.4	-5	i	-0.2	-5
-5	-3	-1	COc1ccc(C)cc1NC(=O)CCc1ccc(S(=O)(=O)N2CCOCC2)cc1	3	0.1	-0.1	-8	i	0.1	-2
0	13	0	O=C(O)CCCNCc1ccccc1F	-3	-0.7	0.0	9	i	-0.9	-1
4	1	-2	COc1ccc2nc(N(Cc3ccccc3)C(=O)CCNC(C)=O)sc2c1	5	-1.9	0.9	-10	i	0.1	4
0	-1	1	CCOC(=O)c1cc(NC(=O)N(C(C)C)C(C)C)c(C)nc1C	0	1.1	-1.9	-5	i	-0.6	-7
2	2	19	Cn1c(=O)c(=O)n(C)c2cc(S(=O)(=O)CCC(=O)NCc3ccccc3)ccc21	13	1.2	1.3	71*	i	-0.1	1
1	2	-4	COc1ccc(NCc2nnc(SCC(=O)Nc3ccccc3)n2C)cc1	-1	0.6	-2.4	-7	i	0.0	-1
0	3	-13	CCOC(=O)c1ccc(NC(=O)CN2CCc3ccccc3C2)cc1	2	-0.1	0.2	10	i	-1.4	-7
-4	-6	1	CCc1nnc(NC(=O)C(CC)c2ccccc2)s1 (configuration not stated)	14	-0.4	-1.5	-3	i	0.7	4
6	-3	3	NS(=O)(=O)c1cccc(NC(=O)c2ccc3nc[nH]c3c2)c1	34	0.4	5.3	70*	i	-0.6	-2
2	-3	-2	O=C(Nc1ccc(F)cc1)c1cc(S(=O)(=O)N2CCCCC2)ccc1F	3	0.8	0.8	-9	i	-0.6	-3
-5	3	2	CCc1ccc(OCC(O)CN2CCN(CCO)CC2)cc1 (configuration not stated)	1	0.6	-3.1	-4	i	1.6	-1
2	5	-6	CCCCCCSc1ccc([C@@H]2[C@H]3C(=O)N(CC)C(=O)[C@H]3[C@]3(C(=O)OC)CCCCN23)cc1OC	5	0.5	3.6	-11	i	0.2	6
0	-3	1	COc1cccc(S(=O)(=O)NCC(=O)N2CCCC2)c1	6	0.6	0.6	-1	i	2.4	-4
1	3	0	CCCSc1nsc(NC(=O)CCC)n1	-1	1.5	0.4	-5	i	-0.1	-15

# Later entries.
STEP inh	NadD block	DNMT1 block	structure	SUMO1-SIM PPI	MsrA inhibitor	LMPTP block	Scp1 inh	Rpn11 inh	Tb MetRS inh	CSN deneddyl inh
0	-3	1	Cc1ccc(S(=O)(=O)N2CCC(C(=O)OCc3ccc([N+](=O)[O-])cc3)CC2)cc1	-10	1.7	0.1	-11	i	-0.9	-24
-3	0	5	CCC1=C2CC[C@H]3C(=O)N(CC)C(=O)[C@H]3[C@H]2[C@@]2(Cc3ccccc3)C(=O)N(Cc3ccccc3)C(=O)N2C1=O	4	-0.4	-1.1	-2	i	-0.2	1
-1	1	4	Cc1noc(C)c1S(=O)(=O)N1CCC(C(=O)N(C)Cc2ccccc2)CC1	-1	0.4	-1.6	-6	i	0.0	-1
-2	-7	-2	C=CCc1ccccc1OCC(O)Cn1ccnc1C (configuration not stated)	-1	-0.5	3.0	-6	i	0.5	2
1	4	-1	COc1ccc(/C=C/C(=O)OCCNC(=O)c2ccncc2)cc1OC	-20	3.3	-1.3	-3	i	-0.4	4
nt	-3	nt	CCOC(=O)[C@]12CCC=C1N(Cc1ccc3c(c1)OCO3)C(=O)[C@H](CC(=O)N1CCCCC1)C2	1	-0.9	-1.5	nt	nt	-0.7	1
-4	-2	-4	Brc1ccccc1OCCCOc1cccc2cccnc12	-6	0.4	2.5	6	i	-1.1	6
-2	-3	-17	CS(=O)(=O)c1ccc2nc(NC(=O)c3cccc(Cl)c3)sc2c1	0	2.8	-1.9	6	i	-1.4	-1
-2	4	-1	CC1CCN(c2nc3ccc(C(=O)N4CCN(Cc5ccccc5)CC4)cc3s2)CC1	-1	1.1	0.8	-10	i	0.0	2

# Results in LMPTP block, for 2 of the compounds above:
compound	LMPTP block
Brc1ccccc1OCCCOc1cccc2cccnc12	2.5
CS(=O)(=O)c1ccc2nc(NC(=O)c3cccc(Cl)c3)sc2c1	-1.9

# 3 compounds out of the list, sorted by number of heavy atoms, rising:
STEP inh	NadD block	DNMT1 block	structure	SUMO1-SIM PPI	MsrA inhibitor	LMPTP block	Scp1 inh	Rpn11 inh	Tb MetRS inh	CSN deneddyl inh
-2	-7	-2	C=CCc1ccccc1OCC(O)Cn1ccnc1C (configuration not stated)	-1	-0.5	3.0	-6	i	0.5	2
0	-3	1	Cc1ccc(S(=O)(=O)N2CCC(C(=O)OCc3ccc([N+](=O)[O-])cc3)CC2)cc1	-10	1.7	0.1	-11	i	-0.9	-24
nt	-3	nt	CCOC(=O)[C@]12CCC=C1N(Cc1ccc3c(c1)OCO3)C(=O)[C@H](CC(=O)N1CCCCC1)C2	1	-0.9	-1.5	nt	nt	-0.7	1
